A3A deaminase – inhibitors of human APOBEC3A DNA deaminase; P31941; recombinant A3A, FAM/TAMRA ssDNA deamination fluorescence; 330,000 compounds, 0.41% hits; inhibition, % at 20 µM; AID 493011;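 active = at least 40% inhibition at 20 µM here, with at most 30% in a related deaminase screen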;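 also: plate controls were A3A with DMSO for no effect and wells lacking A3A enzyme for full effect; some results filed as inactive read as strong as hits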
Target sequence (P31941 whole entry, looked up): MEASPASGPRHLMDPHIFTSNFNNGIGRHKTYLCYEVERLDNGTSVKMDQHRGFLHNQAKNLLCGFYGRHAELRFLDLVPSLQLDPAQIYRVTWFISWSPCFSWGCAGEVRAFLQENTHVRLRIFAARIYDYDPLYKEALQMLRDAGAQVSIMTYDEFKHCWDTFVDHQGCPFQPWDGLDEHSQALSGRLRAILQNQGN
EBI2 block – EBI2 (human) antagonism; AID 651636; EBI2 beta-arrestin recruitment, luminescence, 7a,25-OHC stimulated; inhibition, % at 5 µM; 360,000 compounds, 0.81% hits; P32249; in the data active = inhibition above about 38%;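 also: enzyme fragment complementation signal reports receptor beta-arrestin coupling in cells; 0% = agonist plus DMSO wells and 100% = wells without agonist; some results beyond the cut were filed as inactive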
CXCR6 inh – inhibitors of human CXCR6 receptor. 360,000 compounds, 0.36% hits. inhibition, % at 20 µM. CHO-K1 PathHunter CXCR6 beta-arrestin, luminescence. O00574; in the data active = inhibition above about 34%, passing the limit was not always enough;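 also: antagonist mode with CXCL16 agonist at 10 nM final; 0% = 10 nM CXCL16 with DMSO and 100% = unstimulated wells without agonist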
Gli-Sufu antag – Gli-Sufu pathway antagonism. Sufu-KO-LIGHT fibroblasts, Gli luciferase reporter luminescence. inhibition, % at 5 µM. 340,000 compounds, 0.74% hits;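 active = inhibition above about 55%, limit read from the data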;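 also: 0% = DMSO-treated cells and 100% = wells with medium but no cells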
A3G deaminase – blocks human APOBEC3G single-stranded DNA deamination; Q9HC16; recombinant A3G, ssDNA deamination FAM/TAMRA fluorescence; inhibition, % at 20 µM; 330,000 compounds, 0.28% hits; AID 493012;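 active = inhibition of at least 40% at 20 µM, with no more than 30% in the related APOBEC3A deaminase screen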;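 also: plate controls were DMSO wells with A3G for no effect and wells lacking A3G enzyme for full effect; some compounds called inactive have numbers as strong as hits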
Target sequence (Q9HC16 whole entry, looked up): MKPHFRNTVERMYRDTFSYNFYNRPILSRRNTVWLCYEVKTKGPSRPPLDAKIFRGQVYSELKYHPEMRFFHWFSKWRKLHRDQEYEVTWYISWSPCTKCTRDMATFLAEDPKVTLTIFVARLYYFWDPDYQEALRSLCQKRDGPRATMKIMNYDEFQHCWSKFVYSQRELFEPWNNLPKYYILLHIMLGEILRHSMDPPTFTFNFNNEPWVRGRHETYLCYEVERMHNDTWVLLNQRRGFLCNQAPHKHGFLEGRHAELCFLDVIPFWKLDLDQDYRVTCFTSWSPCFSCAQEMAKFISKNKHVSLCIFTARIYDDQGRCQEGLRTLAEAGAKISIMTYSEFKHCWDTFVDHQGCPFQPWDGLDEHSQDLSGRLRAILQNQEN
MPTP block – inhibitors of mitochondrial permeability transition pore. AID 602449. 360,000 compounds, 1.4% hits. inhibition, % at 10 µM. isolated mouse mitochondria, Ca2+ swelling absorbance, 30 min;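 active = inhibition of 50% or more, scaled per plate between neutral and stimulator controls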;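 also: 0% = DMSO wells given calcium and 100% = 1 mM EGTA wells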
NR3A LBD binder – modulates the human NR3A ligand-binding domain; NR3A LBD differential scanning fluorimetry, Tm shift; 0% = protein alone, 100% = glycine-bound protein; 340,000 compounds, 2.5% hits; Tm shift relative to glycine control, % at 25 µM;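 active = melting temperature shift of at least 10% of the positive control shift, at one fixed dose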
CCR6 antag – blocks CCL20-driven beta-arrestin recruitment at human CCR6. P51684. CHO-K1 CCR6 PathHunter beta-arrestin, luminescence, CCL20-stimulated. inhibition, % at 20 µM. 340,000 compounds, 0.49% hits;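 active = compounds whose inhibition of the agonist-driven luminescence signal at 20 µM reaches about 50%, limit read from the data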;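 also: cells stimulated with CCL20 at 14 nM final; plate controls were DMSO with CCL20 for no effect and DMSO without agonist for full effect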
Target sequence (P51684 whole entry, looked up): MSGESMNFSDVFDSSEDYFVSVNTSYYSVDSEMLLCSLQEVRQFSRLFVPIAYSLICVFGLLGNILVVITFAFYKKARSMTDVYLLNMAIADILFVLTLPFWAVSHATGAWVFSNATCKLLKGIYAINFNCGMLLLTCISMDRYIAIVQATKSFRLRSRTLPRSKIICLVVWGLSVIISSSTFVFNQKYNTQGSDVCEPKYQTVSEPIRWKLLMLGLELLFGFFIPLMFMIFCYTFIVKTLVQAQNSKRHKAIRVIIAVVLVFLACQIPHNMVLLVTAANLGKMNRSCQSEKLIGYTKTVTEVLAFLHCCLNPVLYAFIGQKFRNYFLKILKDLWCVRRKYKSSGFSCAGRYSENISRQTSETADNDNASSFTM
The depositor's hits bear a star; · = not tested or not shown.

nr	compound	A3A deaminase	EBI2 block	CXCR6 inh	Gli-Sufu antag	A3G deaminase	MPTP block	NR3A LBD binder	CCR6 antag
1	Cc1ccc(S(=O)(=O)NCC2CCCO2)cc1[N+](=O)[O-] (centres undefined)	0	-9	-2	7	-5	0.4	2	14
2	COc1ccc(S(=O)(=O)N2CCCOC2CNC(=O)C(=O)NCCCN2CCOCC2)cc1 (centres undefined)	-2	-1	2	-3	-5	0.2	-1	8
3	CS(=O)(=O)N(Cc1ccc(C(=O)NC2CCCCC2O)cc1)c1ccccc1 (centres undefined)	-3	-8	4	1	-3	-1.6	5	7
4	Cc1ccccc1OCCC(=O)OCC(=O)Nc1ccc2[nH]c(=O)[nH]c2c1	0	-3	-6	-11	-7	-0.8	0	1
5	CSc1ccccc1NC(=O)c1onc(C)c1Cl	0	-8	-4	10	5	-0.7	-2	11
6	COc1ccc(-c2cn3c(C)c(C(=O)N4CCN(c5ccccc5F)CC4)sc3n2)cc1	-3	2	-1	-19	-3	0.5	0	3
7	COCCNC(=O)Cn1ccc2cc(S(=O)(=O)N3CCCCC3)ccc21	-2	-4	-8	-8	-4	-1.0	3	11
8	CCCCn1c(O)c(N=NC(=O)c2ccccc2NS(=O)(=O)c2cccs2)c2ccccc21	-3	-7	3	-2	-11	9.8	-1	18
9	O=C(c1ccc(Cl)cc1)c1cnc(Nc2ccccc2)s1	4	6	-5	-63	3	4.8	-3	-5
10	Fc1ccc(N2CCN(c3nc(-c4ccco4)cc(C(F)(F)F)n3)CC2)cc1	-2	19	-4	10	9	2.8	0	13
11	O=C(OCC(=O)N1CCCCCC1)c1cccc(Cl)c1	-1	-3	-3	-1	-3	0.3	2	8
12	O=C(Cc1ccc(-c2ccccc2)cc1)NCCN1CCOCC1	2	13	-4	6	-3	0.4	3	-16
13	Cc1onc(-c2c(F)cccc2Cl)c1C(=O)Nc1sc2c(c1C(N)=O)CCC2	7	5	12	-14	-1	-2.6	2	18
14	COc1ccc(NC(=O)CN(C)C(=O)c2cccc(-n3cccc3)c2)cc1	71	0	4	-2	34	-0.7	·	·
15	O=C(C1CCN(S(=O)(=O)c2cnc[nH]2)CC1)N1CCN(Cc2ccc3c(c2)OCO3)CC1	0	0	-12	-7	-1	-5.1	4	0
16	Cc1nnc(SCCn2c(N3CCCC(C)C3)nc3c2c(=O)[nH]c(=O)n3C)s1 (centres undefined)	-3	-22	-1	2	-5	-3.1	-5	-4
17	O=C(CCN1c2ccccc2Sc2ccccc21)Oc1ccccc1	-1	13	3	1	-5	0.8	-3	12
18	CCn1c(=NC(=O)CS(=O)(=O)c2ccc(C)cc2)sc2cccc(OC)c21	5	-6	-19	68*	-3	-0.7	3	16
19	O=C(NCCCN1CCOCC1)C1CCN(S(=O)(=O)c2c(Cl)cccc2Cl)CC1	-3	3	-3	0	-10	3.0	-1	4
20	CCCn1ncc([C@@H]2C[C@H]3CN(Cc4cccc(Cl)c4)C(=O)[C@]34CCCN24)c1C	3	-5	-7	19	0	-0.7	-3	14
21	Cc1cc(C)n2nc(-c3ccco3)nc2n1	4	-7	-2	-5	-5	-0.4	0	0
22	CCCCCCNCC1OCc2ccccc2CO1	0	3	2	3	-5	0.3	-4	-1
23	CCc1cc(=O)oc2cc(OCC(=O)N3CCC(C(=O)O)CC3)ccc12	-2	-3	6	6	-5	-1.7	1	-1
24	Cc1ccccc1N1Cc2ccccc2C1	-3	-1	5	-19	-7	2.2	0	-11
25	O=S(=O)(c1cc(F)cc(F)c1)N1CCN(c2ncccn2)CC1	-6	-3	5	-8	-7	2.0	2	5

Taken from above.
#21 in A3A deaminase: 4
#13 in MPTP block: -2.6
#20 in NR3A LBD binder: -3

Continuation:
nr	compound	A3A deaminase	EBI2 block	CXCR6 inh	Gli-Sufu antag	A3G deaminase	MPTP block	NR3A LBD binder	CCR6 antag
26	COc1ccc(CCNC(=O)c2ccccc2)cc1	-6	0	5	-20	5	0.1	1	3
27	O=C(c1cc(Cl)ccc1Cl)N1CCOCC1	1	8	8	0	-4	0.0	1	3
28	COc1ccc(OCCN2CCCC2)cc1Nc1nnc(Cl)c(Nc2ccccc2S(C)(=O)=O)n1	·	-1	3	16	·	-0.7	0	11
29	O=C(c1ccc(CN2CCOCC2)cc1)N1CCN(Cc2ccccc2)CC1	-5	1	0	4	-7	0.7	-3	2
30	Cc1ccccc1N(C(=O)CCC(=O)Nc1ccccn1)C(C(=O)NC(C)C)c1ccc(O)cc1 (centres undefined)	·	-4	-4	12	·	-3.0	6	0
31	COc1cccc(NC(=O)c2ccc(OC(F)(F)F)cc2)c1	-3	44*	-2	-6	-4	0.3	2	17
32	O=C(OC1CCOC1=O)c1cccc(S(=O)(=O)N2CCc3ccccc3C2)c1 (centres undefined)	-9	1	-7	-1	-6	5.1	1	3
33	CCC(C)NC(=O)CN(C)S(=O)(=O)c1ccc2c(c1)c(=O)n(C)c(=O)n2C (centres undefined)	-2	-7	3	7	-6	0.6	0	5
34	O=C1NC[C@@H](Cc2cccc3ccccc23)N(CCC23CC4CC(CC(C4)C2)C3)C1=O	1	-6	-8	1	-1	-3.8	1	-9
35	CCC(C)(C(=O)NC1CCCCC1)N(C)C(=O)c1ccc2c(c1)OCO2 (centres undefined)	-4	2	-2	-6	-4	0.6	-4	-32
36	CC1CN(C(=O)C(C)OC(=O)c2ccc3ncsc3c2)CC(C)O1 (centres undefined)	0	-10	-5	2	-9	0.7	0	8
37	Cc1ccccc1-n1ncc2c1CC(C)(C)CC2NC(=O)CCC(F)(F)F (centres undefined)	-4	-8	2	-13	-10	-0.7	1	-7
38	CSCCC(NC(=O)c1ccco1)C(=O)NCCc1ccc(Cl)cc1 (centres undefined)	-5	12	-2	1	-5	1.5	2	10
39	C=CCC(NC(=O)c1ccc(C#N)cc1)C(=O)NCCC (centres undefined)	-1	13	-1	-10	-9	-0.5	-1	7
40	Cc1ccc(N2C(=S)NC3c4ccccc4OC2(C)C3C(=O)N(C)C)cc1 (centres undefined)	1	-2	6	2	-6	-1.2	0	12
41	CCCCNC(=O)c1ccc2c(SCC(=O)O)c3c(nc2c1)CCCC3	0	-15	1	7	-4	0.2	1	-4
42	CC(C)[C@H](NC(=O)c1ccco1)C(=O)OCc1cc(=O)n2c(n1)sc1ccccc12	63*	-4	-3	-7	17	1.4	-1	6
43	CCOC(=O)Nc1ccc2c(c1)nc(CN1CCN(C(C)=O)CC1)n2C	-7	0	-10	-6	-3	-0.8	-1	-7
44	COc1cccc(C(=O)NCCS(=O)(=O)N2CCOCC2)c1	3	-6	-5	-4	2	-1.2	1	1
45	Cc1ccc(S(=O)(=O)c2c(C)nn(C(C)(C)C)c2OC(=O)c2ccco2)cc1	7	-13	-6	7	10	0.4	0	22
46	Cc1c(Cl)c([N+](=O)[O-])nn1Cc1ccc(C(=O)N/N=C\c2ccccn2)o1	·	-6	-4	-1	·	-1.9	-2	5
47	CSCC[C@H](NC(=O)C1CCN(S(=O)(=O)c2ccc(C)cc2C)CC1)c1nc2ccccc2[nH]1	-3	13	7	14	-7	0.7	-4	13
48	CCOC(=O)c1c(C)n(C)c2ccc(OC(=O)c3ccoc3)cc12	-1	-7	-2	8	-2	-0.5	2	13
49	COc1ccc(NC(=S)NC(=O)/C=C/c2cccs2)cc1	-3	-6	2	-13	-6	3.5	-2	15
50	C[C@H]1CCC[C@@]2(O[C@H](CCO)C[C@H](O)[C@H]2O)O1	-4	-9	3	5	-6	-0.2	0	6

Compounds above that contain a furan ring, fused or not, in the order listed:
nr	compound	A3A deaminase	EBI2 block	CXCR6 inh	Gli-Sufu antag	A3G deaminase	MPTP block	NR3A LBD binder	CCR6 antag
10	Fc1ccc(N2CCN(c3nc(-c4ccco4)cc(C(F)(F)F)n3)CC2)cc1	-2	19	-4	10	9	2.8	0	13
21	Cc1cc(C)n2nc(-c3ccco3)nc2n1	4	-7	-2	-5	-5	-0.4	0	0
38	CSCCC(NC(=O)c1ccco1)C(=O)NCCc1ccc(Cl)cc1 (centres undefined)	-5	12	-2	1	-5	1.5	2	10
42	CC(C)[C@H](NC(=O)c1ccco1)C(=O)OCc1cc(=O)n2c(n1)sc1ccccc12	63*	-4	-3	-7	17	1.4	-1	6
45	Cc1ccc(S(=O)(=O)c2c(C)nn(C(C)(C)C)c2OC(=O)c2ccco2)cc1	7	-13	-6	7	10	0.4	0	22
46	Cc1c(Cl)c([N+](=O)[O-])nn1Cc1ccc(C(=O)N/N=C\c2ccccn2)o1	·	-6	-4	-1	·	-1.9	-2	5
48	CCOC(=O)c1c(C)n(C)c2ccc(OC(=O)c3ccoc3)cc12	-1	-7	-2	8	-2	-0.5	2	13

(continued)
nr	compound	A3A deaminase	EBI2 block	CXCR6 inh	Gli-Sufu antag	A3G deaminase	MPTP block	NR3A LBD binder	CCR6 antag
51	Cc1ccc(Cn2c(C(C)Nc3nc(-c4ccc(F)cc4)cs3)nc3cc(C(F)(F)F)ccc32)cc1 (centres undefined)	-6	17	6	-29	-9	1.9	-10	8
52	O=[N+]([O-])c1ccc(-c2nc(Nc3cccc(O)c3)c3ccccc3n2)cc1	-1	6	6	4	-7	2.8	30*	-12
53	Cc1nn(CC(=O)Nc2ccc3c(c2)nc(CN2CCCCC2)n3C)c(=O)c2ccccc12	-4	12	7	-4	-3	-1.4	1	-9
54	CCOC(=O)Cn1nnc(-c2ccc(S(C)(=O)=O)cc2)n1	-4	-10	-9	3	-5	-1.4	1	-8
55	O=C(O)CSc1c2c(nc3cc(C(=O)N4CCCC4)ccc13)CCCC2	3	-2	5	0	-3	-0.5	-1	8
56	CC1(C)C(c2ccccc2)=[N+]([O-])CN1O	1	-4	-5	-4	-6	-2.0	0	-17
57	CC1(C)Nc2ccccc2C(=O)N1NS(=O)(=O)c1ccccc1	0	-17	-2	16	-3	-0.2	-1	-2
58	CCOc1ccc(CCNC(=O)c2ccc(C)c(NC3=NC4CS(=O)(=O)CC4S3)c2)cc1 (centres undefined)	-9	-8	-8	-11	-8	-1.2	2	13
59	CCOC(=O)c1cn(CC(=O)Nc2ccc3c(c2)OCCO3)nn1	-1	4	-8	-1	-4	0.9	2	6
60	CC1=CC(c2ccccc2)NC(=S)N1 (centres undefined)	3	4	10	0	0	0.1	1	11
61	COc1ccccc1C1N(c2ccc(Cl)cc2)C(=O)C2CCCN21 (centres undefined)	1	-8	10	0	-1	-1.3	0	0
62	Nc1nc(Nc2ccccc2Br)nc(C(F)(F)F)n1	-3	1	6	-8	-10	1.4	-9	-4
63	CCc1nnc(NC(=O)c2ccc(OC)c(S(=O)(=O)N3CCCC3)c2)s1	-2	-5	0	-6	-7	-0.2	1	11
64	CCOc1nc(Nc2ccc(OC)c(Cl)c2)nc(OCC)n1	-2	12	3	17	-2	1.4	-1	13
65	CCOC(=O)c1ccccc1NC(=O)c1nc2nccc(C)n2n1	-2	2	-4	22	-2	0.4	-3	-8
66	CCn1nnnc1SCC(=O)N1CCCc2ccccc21	1	-1	-7	2	-1	-0.8	0	-14
67	Cc1ccc(CN(C)C(=O)C2CCN(C(=O)Nc3ccccc3)CC2)o1	-3	15	2	-11	-9	0.0	2	-20
68	CCCn1c(=NC(=O)CS(=O)(=O)c2ccccc2)sc2cc(S(C)(=O)=O)ccc21	-5	-26	-14	-8	-12	-0.4	3	10

2 compounds drawn at random from those above:
nr	compound	A3A deaminase	EBI2 block	CXCR6 inh	Gli-Sufu antag	A3G deaminase	MPTP block	NR3A LBD binder	CCR6 antag
18	CCn1c(=NC(=O)CS(=O)(=O)c2ccc(C)cc2)sc2cccc(OC)c21	5	-6	-19	68*	-3	-0.7	3	16
43	CCOC(=O)Nc1ccc2c(c1)nc(CN1CCN(C(C)=O)CC1)n2C	-7	0	-10	-6	-3	-0.8	-1	-7

Source: PubChem BioAssay (Sanford-Burnham Center for Chemical Genomics)
